KCNH2 WT inh: qHTS for Inhibitors of KCHN2 3.1: Wildtype qHTS | Voltage-gated inwardly rectifying potassium channel KCNH2 (Homo sapiens), Q12809 | U2OS, BacMam KCNH2, thallium flux FluxOr; active compounds read low | activity change, % at 1.84 µM | 340,000 tested, 0.37% active | AID 720551, 2013;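 active = maximum activity change below -70%; inconclusive = maximum activity change between -70% and -50%; inactive = maximum activity change above -50%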
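U2OS cells transduced with wild-type KCNH2 virus are loaded with FluxOr dye for 45 min, and thallium flux is measured in kinetic reads before and after stimulation buffer. Rate constants are normalized to DMSO controls.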
BCR signal inh: qHTS Assay to Find Inhibitors of Chronic Active B-Cell Receptor Signaling | AID 493014, 2011 | ABC-DLBCL IkBa-CBG/CBR reporter, luminescence ratio, 4 h | Potency, µM (titrated, usually from 46.1 µM), without a hit: at the highest dose ratio change, negative = lower green/red ratio, usual class: inhibitors | 340,000 tested, 0.05% active; active = well fitted inhibition curve with a large enough effect in the signal ratio, with a control signal flat, not every such curve was filed as active; inconclusive = small, poorly fitted or top-dose-only effect, or effect the other way, or a change in a side signal; the % refers to the signal ratio;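 also: potency is read from the fitted curve at half-maximal effect; plate controls were basal doxycycline-induced cells for no effect and cells given 10 µM MG132 for full effect; MG132 reads +100%, hits lower the ratio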
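Concentration-response series (up to 46 uM) were applied to TMD8 dual-reporter cells for 4 h at 37C with doxycycline. Green/red ratio, after filter-overlap correction, defined %Activity; red signal alone was normalised to basal cells and zero luminescence.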
PKM2 act: qHTS Assay for Activators of Human Muscle isoform 2 Pyruvate Kinase | purified PKM2, Kinase-Glo ATP luminescence, activation; response scale: 0% is enzyme alone, no compound | Potency, µM (highest dose often 57.5 µM), for inactives: at the highest dose activation, actives largely listed as activators | 260,000 tested, 0.34% active | AID 1631, 2009; also: potency is read from the fitted curve at half-maximal effect; nearly all actives have a fitted effect of over 55% in size
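Purified hPK-M2 (>95%) run at intermediate activity with 0.1 mM ADP and 0.5 mM PEP in 50 mM imidazole pH 7.2, KCl, MgCl2; 1 h room temperature. ATP formed read by Kinase-Glo luminescence; normalized to uninhibited and no-enzyme controls.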
uPA generation: qHTS for Inhibitors of Cell Surface uPA Generation; cell surface uPA generation assay, qHTS; Potency, µM (series often up to 38.3 µM), inactives show at the top dose activity change, negative = inhibition, actives largely listed as inhibitors; 330,000 tested, 0.31% active; AID 540303, 2011; active = well fitted inhibition curve with a large enough effect; inconclusive = small, poorly fitted or top-dose-only effect; inactive = no such curve, though single readings can be large or run the other way; tested in mouse RAW 264.7 cells; also: potency is read from the fitted curve at half-maximal effect; nearly all actives have a fitted effect of over 55% in size
Giardia kill: Small Molecules that selectively kill Giardia lamblia: qHTS; Giardia lamblia trophozoite viability; activity change, % at 7.66 µM, hits read low; 340,000 tested, 0.15% active; AID 540267, 2011; in the data active = activity change below about -80%; inconclusive = between about -30% and that limit;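 also: parasites exposed to compound for two days anaerobically before the ATP read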
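Giardia trophozoites, 100 cells per well, were exposed to compounds for 48 hrs at 37 deg C under anaerobic conditions; viability was then read as ATP content by bioluminescence after 15-30 min at room temperature.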
Coupling enz: qHTS Assay for Inhibitors of Fructose-1,6-bisphosphate Aldolase from Giardia Lamblia: Coupling assay counterscreen; AID 2472, 2010; activity change, negative = inhibition, % at 58.2 µM, hits read low; 290,000 tested, 0.67% active; coupling enzyme system counterscreen, AmpLite Red fluorescence; in the data active = activity change below about -30%
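Final compound at 57.5 uM, incubated 10 min at RT with coupling enzyme reagent (glyceraldehyde-3-phosphate), then 20 min with substrate and AmpLite Red detection. Fluorescence read at 525/598 nm; tests interference with the coupling assay, not aldolase inhibition.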
GALK inhibitor: qHTS Assay for Inhibitors of Human Galactokinase (GALK) | P51570 | Purified GALK, Kinase-Glo residual ATP luminescence | Potency, µM (top dose mostly 57.5 µM), inactives show at the highest dose activity change, negative = inhibition, hits mostly inhibitors | 270,000 tested, 0.007% active; also: potency is read from the fitted curve at half-maximal effect
Target sequence (P51570 whole entry, looked up): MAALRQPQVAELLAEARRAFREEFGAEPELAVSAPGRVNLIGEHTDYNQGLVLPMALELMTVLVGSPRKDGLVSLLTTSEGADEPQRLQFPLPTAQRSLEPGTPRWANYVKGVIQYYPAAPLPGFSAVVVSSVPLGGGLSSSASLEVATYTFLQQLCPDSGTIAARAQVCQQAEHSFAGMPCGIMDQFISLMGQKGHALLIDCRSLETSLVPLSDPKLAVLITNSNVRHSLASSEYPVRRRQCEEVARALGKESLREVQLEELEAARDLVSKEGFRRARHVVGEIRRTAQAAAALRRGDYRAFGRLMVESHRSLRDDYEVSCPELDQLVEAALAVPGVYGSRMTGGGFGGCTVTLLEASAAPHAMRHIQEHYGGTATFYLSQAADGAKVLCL
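ATP-depletion format; final 35 uM ATP, 100 uM D-galactose, 5 nM enzyme; pH 8.0 HEPES/Mg2+ buffer; 60 min RT; luminescence read 10 min after detection reagent.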
USP2a block: qHTS Assay for Inhibitors of Ubiquitin-specific Protease USP2a Using CHOP2 as the Reporter; Ubiquitin carboxyl-terminal hydrolase 2 (Homo sapiens), O75604; USP2 core, Ub-CHOP2 coupled fluorogenic reporter, 485/531; Potency, µM (titrated, usually from 38.3 µM), for inactives: top-dose activity change, negative = inhibition, most hits filed as inhibitors; 330,000 tested, 0.01% active; AID 463254, 2010;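 also: potency is read from the fitted curve at half-maximal effect; plate controls were DMSO wells for no effect and full inhibition by NEM control for full effect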
Target sequence (O75604 whole entry, looked up): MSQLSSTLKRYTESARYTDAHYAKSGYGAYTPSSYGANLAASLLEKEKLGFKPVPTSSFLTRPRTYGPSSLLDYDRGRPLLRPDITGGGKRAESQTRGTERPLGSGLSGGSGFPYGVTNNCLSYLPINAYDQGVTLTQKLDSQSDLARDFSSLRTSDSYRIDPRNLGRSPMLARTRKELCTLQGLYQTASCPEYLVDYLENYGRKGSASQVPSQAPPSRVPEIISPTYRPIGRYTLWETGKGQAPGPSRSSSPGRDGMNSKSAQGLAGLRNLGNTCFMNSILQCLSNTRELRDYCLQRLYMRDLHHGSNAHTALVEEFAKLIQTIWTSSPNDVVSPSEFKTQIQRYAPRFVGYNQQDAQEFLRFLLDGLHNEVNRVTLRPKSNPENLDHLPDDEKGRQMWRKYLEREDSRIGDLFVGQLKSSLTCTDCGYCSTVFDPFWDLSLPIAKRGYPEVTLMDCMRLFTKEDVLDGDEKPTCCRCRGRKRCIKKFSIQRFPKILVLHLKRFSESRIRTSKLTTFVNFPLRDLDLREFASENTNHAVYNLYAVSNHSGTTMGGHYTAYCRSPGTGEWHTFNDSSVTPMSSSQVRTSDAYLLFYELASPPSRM
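Cell-free coupled assay: 10nM USP2 core preincubated 30min RT with compound in Tris-HCl pH 8.0/CaCl2/CHAPS buffer, then 25nM Ub-CHOP2 and 25nM reporter substrate; fluorescence (Ex 485/Em 531) read after 60min RT, normalized to NEM inhibition, concentration-response curves fitted.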
Eya2 inh: qHTS Assay for Inhibitors of the Phosphatase Activity of Eya2 | Protein phosphatase EYA2 (Homo sapiens), O00167 | recombinant Eya2, OMFP fluorescence dephosphorylation (OMFP is methylfluorescein phosphate) | Potency, µM (series often up to 76.9 µM), without a hit: at the highest dose activity, negative = inhibition, usual class: inhibitors | 330,000 tested, 0.006% active | AID 488837, 2010; also: potency is read from the fitted curve at half-maximal effect
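Eya2 (0.2 uM) preincubated 10 min at ambient with compound, then OMFP substrate added at 50 uM; 10 min reaction in 50 mM HEPES pH 7.5, 50 mM NaCl, 5 uM MgCl2, 0.05% BSA, 1 mM DTT. Fluorescence read at Ex 485/Em 525 nm.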
KCNH2 3.1 block: qHTS for Inhibitors of KCHN2 3.1: Mutant qHTS; U2OS KCNH2 3.1, thallium flux FluxOr; active compounds read low; activity change, % (tested at about 1.8 µM); 340,000 tested, 0.95% active;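 active = maximum activity change below -70%; inconclusive = maximum activity change from -70% to -50%; inactive = maximum activity change above -50%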;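 also: thallium influx rate constant from kinetic fluorescence after stimulation buffer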
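Virally transduced U2OS (3.1 isoform, 4 h infection in dark at RT) → overnight 37 C → FluxOr + Red40 in HBSS/HEPES, 45 min → stimulation buffer, 2 min kinetic read → rate constant vs DMSO controls.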
B2AR arrestin: qHTS assay of beta-arrestin-biased ligands of beta2-adrenergic receptor; Beta-2 adrenergic receptor (Homo sapiens), P07550; beta-arrestin recruitment to beta2AR, cell-based reporter; Potency, µM (highest dose often 46.1 µM), inactives show top-dose activation, hits mostly activators; 330,000 tested, 0.02% active;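 also: potency is read from the fitted curve at half-maximal effect; 0% = DMSO controls and full agonism = EC100 isoproterenol or metaproterenol; nearly all actives have a fitted effect of over 65% in size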
Numbers without * were called inactive; ? = inconclusive; · = no result given; [ ] = dose if it differs, or a comment. Unless noted, calls follow the shape of the dose curve; as a rule, active = well fitted curve in the direction sought with a large enough effect; inconclusive = small, poorly fitted or top-dose-only effect, or another doubt; inactive = no such curve, though single readings can be large; an effect the other way counts as inactive or inconclusive. Unless noted, % is scaled to controls: 0 for no effect and ±100 for the full control effect.

SMILES	KCNH2 WT inh	BCR signal inh	PKM2 act	uPA generation	Giardia kill	Coupling enz	GALK inhibitor	USP2a block	Eya2 inh	KCNH2 3.1 block	B2AR arrestin
COc1cccc(C(=O)COC(=O)CCCC(=O)NC2CCCCC2)c1	-8	-1%	1%	5%	-2	4	-1%	-1%	4%	2	-0.3%
COc1c(C)cc(Br)cc1C(=O)Nc1ccccc1N1CCN(C(=O)c2ccccc2)CC1	2	3%	4%	·	-21	1	7%	2%	3%	-4	-0.4%
Cc1ccc(S(=O)(=O)/N=C(\Nc2cccc(C)c2)Nc2nc(C)cc(C)n2)cc1	-2	1%	-1%	-1%	-10	3	2%	-1%	10%	4	0.0%
O=C(CCCCC(=O)NCCc1ccccc1)NCCc1ccccc1	-3	-2%	4%	-4%	42[activator]	8	·	-1%	11%	-3	-0.3%
Cc1c(C(=O)OC2CCCCC2)[nH]c2c1C(=O)CC(C)(C)C2	-7	·	3%	2%	-14	0	0%	·	·	·	·
CCN1CCN(C(=S)Nc2ccc3nc(N4CCN(CC)CC4)cc(C)c3c2)CC1	0	-4%	16%	-4%	-3	0	1%	2%	0%	-25	-1.2%
O=C(O)CCn1c(-c2ccccn2)nc2ccccc21	-6	0%	-1%[11.5 µM]	2%	-8	4	6%	1%	-4%	1	-3.7%
CCOC(=O)c1c(NC(C)=O)sc2c(OCCN(CC)CC)c(Br)ccc12	6	8%	-3%	2%	9	0	2%	2%	1%	-6	0.4%
Cc1nc2ncnn2c(C)c1Cc1ccc(Cl)cc1	-13	-2%	-2%	-6%	-5	4	0%	0%	-8%	-5	0.0%
CCc1ccccc1NC(=S)N(CCCN1CCOCC1)Cc1ccccn1	1	?	1%	1%	7	6	2%	6%	-7%	8	0.2%
O=c1cc(CSc2ccc(Cl)cc2)nc(-c2ccncc2)[nH]1	-3	-1%	-10%	3%	17	0	7%	0%	2%	-15	-0.1%
S=C1SCN(Cc2ccco2)CN1Cc1ccco1	2	?	-2%	-14%	-2	-1	-2%	0%	6%	3	?
CSc1nc2ccc(S(=O)(=O)NC3CCCCC3)cc2s1	-12	?	12%	-4%	-4	4	-3%	3%	-14%	7	-0.1%
O=C(Nc1cccc(C(=O)O)c1)/C(=C\c1ccc2c(c1)OCO2)NC(=O)c1ccccc1	-4	-9%	-1%	7%	20	9	0%	2%	-6%	2	0.2%
N#C/C(=C\c1cccc(O)c1)C(=O)Nc1ccc2c(c1)OCCO2	-5	?	3%	?	-30	-5	·	-1%	?	-3	?
Cc1nc2cc(C(F)(F)F)ccc2n1C1CCN(CC(=O)N2CCCC2)CC1	·	-6%	-6%	-13%	13	2	5%	-5%	6%	-22	-0.5%
COc1ccc(OCCCC(=O)Nc2nc(C)c(C(C)=O)s2)cc1	7	?	0%	0%	-5	4	2%	0%	-1%	11	0.1%
COc1ccc(S(=O)(=O)N2CCc3ccccc3C2)cc1C(=O)O	4	10%	·	3%	-11	14	5%	4%	10%	4	-0.1%
O=C(CN1C(=O)CSc2ccc(S(=O)(=O)N3CCOCC3)cc21)NCc1ccc(Cl)cc1	-2	-1%	·	1%	-25	2	9%	0%	-8%	15	-0.5%
Cc1cc(C)c(C(=O)N(CCN(C)C)CC2CCCN(Cc3ccccc3F)C2)o1 (configuration not stated)	7	10%	-1%	7%	0	-2	3%	-1%	-5%	11	-0.5%
N#C/C(=C\c1ccc(O)cc1)c1nc2ccccc2o1	-4	?	0%	0%	-17	5	-4%	2%	11%	-13	0.1%
Cc1ccsc1C(=O)N1CCCC(N2CCN(c3cccc(Cl)c3)CC2)C1 (configuration not stated)	11	4%	1%	2%	-7	·	-3%	1%	3%	8	-1.1%
CN(CC(=O)Nc1cccc(C(F)(F)F)c1)C1=NS(=O)(=O)c2ccccc21	-5	-2%	·	-4%	?	·	·	1%	-5%	0	-0.8%
O=C(CN(Cc1ccccc1)C(=O)CNS(=O)(=O)c1ccc(Cl)cc1)NCC1CCCO1 (configuration not stated)	-8	0%	·	5%	6	0	1%	2%	15%	5	0.0%
Cc1ccc2nc(N3CCN(S(=O)(=O)c4ccc5c(c4)OCCO5)CC3)c(C#N)cc2c1	-9	18%	13%	·	4	-1	-5%	5%	15%	5	-0.5%
Cc1ccc(NC(=O)c2ccccc2N(C)S(C)(=O)=O)cc1C	-6	4%	-2%	·	-11	-1	0%	9%	1%	-2	-0.5%
O=C(NCCOCc1ccc(Cl)cc1)c1ncn[nH]1	0	?	0%	-5%	-18	-1	-1%	3%	-12%	2	-0.6%
Cc1cc(C)cc(NC(=O)CN2CCN(CCN=CC3=C(O)CC(c4ccc(Cl)cc4)CC3=O)CC2)c1 (configuration not stated)	15	1%	-6%	-13%	3	2	1%	2%	-1%	-17	0.1%
CS(=O)(=O)N(CC(=O)Nc1ccccc1-c1ccccc1)c1cccc(F)c1	4	4%	-2%	-16%	8	-3	0%	9%	7%	-5	-0.1%
CCCC/C(C)=N/NC(=O)NC1CCCCC1	-6	-18%	-3%	1%	0	-3	3%	3%	10%	-4	-0.3%
NS(=O)(=O)c1cccc(NC(=S)NCc2ccc3c(c2)OCO3)c1	1	-5%	-8%	6%	-11	-3	4%	-9%	-18%	23	0.1%
O=C(NN=C1CCCCCC1)c1c[nH]c2ccccc12	8	?	-4%	?	20	1	2%	4%	13%	-19	0.4%
O=c1cc(O)c(-c2ccc(Cl)cc2)c(Cl)[nH]1	-4	?	-8%	-15%	-19	-3	2%	4%	-14%	14	-0.3%
O=C1c2cc(F)ccc2OC2(CCNCC2)C12CC(c1ccccc1)=NO2 (configuration not stated)	16	?	-1%	?	-2	1	6%	5%	-3%	-14	-0.4%
COc1ccc(NC(=O)C(NC(C)=O)C(=O)NCc2ccccc2Cl)cc1 (configuration not stated)	-1	-15%	0%	0%	-23	0	-4%	-4%	-28%	-2	0.5%
O=C(CSCc1c(Cl)cccc1Cl)NCc1ccco1	-1	0%	20%	0%	1	0	-2%	-1%	-6%	-5	-0.5%
COc1cc(/C=C2\SC(=O)NC2=O)ccc1Oc1ccc([N+](=O)[O-])cc1[N+](=O)[O-]	-6	?	-2%	-1%	-19	3	4%	0%	6%	-6	0.2%
Cc1ccc(NC(=O)COc2ccccc2CNC(C)(C)CC(C)(C)C)cc1	1	?	-1%	-50%	-18	0	-3%	-6%	-8%	-43	-0.1%
Cc1ccc(Nc2cc(C)c3c(O)cccc3n2)cc1C	7	?	?	-14%	-11	-37*	·	-6%	-10%	-9	-0.2%
N/C(=N\OC(=O)c1ccccc1)c1ccn[nH]1	-4	?	-29%	-15%	-26	·	9%	1%	-1%	3	-0.2%
Nc1ccc(Sc2ccc([N+](=O)[O-])cc2)cc1	-6	20%	1%	4%	1	-3	0%	0%	-10%	4	-0.4%
Cn1c(SCC(=O)NCC2CCCO2)nnc1-c1ccc(S(=O)(=O)N2CCCC2)cc1 (configuration not stated)	18	0%	1%	8%	6	5	0%	1%	-8%	2	0.1%
COc1cc(OC)cc(-c2ncc3ccccn23)c1	-13	-12%	-3%	-10%	9	0	-3%	3%	2%	-8	4.7%
COC(=O)c1cccc(S(=O)(=O)N2CCC(C)CC2)c1	1	7%	-5%	1%	-10	-1	0%	0%	-23%	12	-0.3%
O=C(NCCc1ccccn1)c1cccnc1Oc1ccc(Cl)cc1	-5	-22%	-3%	-28%	-12	0	·	-1%	1%	5	-0.8%
CCC(C)NC(=O)C1(O)c2cc(Br)ccc2NC(=O)N1c1cccc(OC)c1 (configuration not stated)	2	6%	·	13%	-9	0	0%	6%	7%	4	0.3%
CCOC(=O)C1CCN(C(=O)c2sc3nc(C)nc(N4CCC(C)CC4)c3c2C)CC1	4	9%	8%	·	6	-16	-1%	-2%	6%	2	-0.6%
O=c1cc(O)c2c(=O)n(C3CCCCC3)c3ccccc3c2o1	10	-2%	-1%	5%	13	0	1%	0%	-5%	5	0.0%

Assay outcomes deposited in PubChem by National Center for Advancing Translational Sciences (NCATS).
